SIRT5 block: inhibitors of human sirtuin-5 desuccinylase; Purified SirT5, succinyl-peptide AMC, trypsin-coupled fluorescence; inhibition, % at 15 µM; hit rate 1.1% among 330,000; AID 652115; in the data active = inhibition above about 15%; inconclusive = no clear call, values can overlap the other calls
Target sequence (Q9NXA8 whole entry, looked up): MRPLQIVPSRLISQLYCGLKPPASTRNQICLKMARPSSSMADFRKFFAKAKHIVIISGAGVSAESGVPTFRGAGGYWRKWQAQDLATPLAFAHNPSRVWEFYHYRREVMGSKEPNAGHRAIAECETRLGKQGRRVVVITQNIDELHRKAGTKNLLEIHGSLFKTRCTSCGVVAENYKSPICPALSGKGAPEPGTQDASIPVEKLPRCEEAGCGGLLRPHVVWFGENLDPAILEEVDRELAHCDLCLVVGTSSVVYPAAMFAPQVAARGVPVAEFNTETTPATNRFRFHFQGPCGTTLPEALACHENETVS
esBAF inh: inhibitors of esBAF chromatin remodeling in mouse ES cells | Bmi1-luciferase knock-in reporter, 24 h; 100% = twice the neutral-well signal | hit rate 2% among 350,000 | reporter increase, % at 12.5 µM; in the data active = activation above about 40%; inconclusive = no clear call, values can overlap the other calls;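 also: 0% = median of the plate's neutral control wells and 100% = double that signal; a rise in the Bmi1 reporter signal indicates esBAF inhibition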
Casp6 inh: inhibitors of human caspase-6 | P55212 | purified caspase-6, Z-VEID-R110 cleavage fluorescence | inhibition, % at 12.5 µM | hit rate 0.53% among 350,000 | AID 686996;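 active = mean inhibition across replicates at least about 35%, with every replicate also reaching that limit, limit read from the data; inconclusive = only one of the two criteria met; inactive = neither criterion met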;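 also: 0% = median of neutral control wells and 100% = no fluorescence left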
Target sequence (P55212 24-179 limits assumed): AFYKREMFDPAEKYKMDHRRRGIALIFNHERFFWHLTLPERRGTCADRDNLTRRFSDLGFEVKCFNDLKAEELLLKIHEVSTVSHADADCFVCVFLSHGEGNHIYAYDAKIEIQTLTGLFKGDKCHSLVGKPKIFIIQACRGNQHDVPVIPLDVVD
Target sequence (P55212 194-293 limits assumed): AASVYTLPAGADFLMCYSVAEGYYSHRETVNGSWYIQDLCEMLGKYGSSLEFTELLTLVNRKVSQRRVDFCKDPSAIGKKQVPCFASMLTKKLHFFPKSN
LGR2 antag: inhibitors of bursicon-induced Drosophila LGR2 receptor cAMP signaling. HEK293 LGR2, CRE-luciferase, bursicon-stimulated, 4 h. inhibition, % at 9.99 µM. hit rate 0.35% among 380,000. AID 720647;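 active = drop in luminescence signal, shown as inhibition above about 50% in the replicate tests, limit read from the data, passing the limit was not always enough; inconclusive = probably only some replicates passing the limit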;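 also: agonist challenge used bursicon conditioned medium at about half maximal strength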
FN deposition inh: fibronectin deposition inhibition; AH1F fibroblasts, Alexa488-fibronectin deposition fluorescence, overnight; inhibition, % at 12.6 µM; hit rate 0.086% among 350,000;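 active = mean inhibition across replicates of 30% or more, regardless of how many single replicates reach that level; inconclusive = mean under 30% yet at least half of replicates reach 30%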;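 also: positive control wells lacked labelled fibronectin entirely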
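Assay system: AH1F fibroblasts assembling fluorescent fibronectin matrix; Amount: 10000 AH1F cells per well; Buffer or medium: DMEM, 2% serum; Probe or stimulus: Alexa488-fibronectin, 24 nM final in well; Doses: single compound dose, delivered by pin transfer; Incubation: 1 h adhesion, overnight exposure; Measured by: fluorescence 485/525 nm; Read-out: fibronectin deposition inhibition.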
Statin myotox sup: suppressors of simvastatin-induced myotoxicity in C2C12 myotubes. hit rate 0.78% among 330,000. ATP luminescence, 48 h; scaled: DMSO 0, geranylgeraniol control 100. rescue of ATP level, % at 7.49 µM;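 active = mean ATP rescue above about 67%, or every replicate alone reaching that limit, limit read from the data, passing the limit was not always enough; inconclusive = no clear call, values can overlap the other calls; inactive = mean under the limit and some replicate under it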;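 also: myotubes were challenged with 10 µM simvastatin during compound exposure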
S100A4 MyoIIA: blocks human S100A4 binding to myosin IIA peptide. inhibition, % at 10.7 µM. S100A4/TAMRA-MyoIIA peptide fluorescence polarization. hit rate 0.14% among 360,000. P26447;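 active = mean inhibition of at least 70% across replicates, with every replicate also reaching that level; inconclusive = mean inhibition reaches 70% but some replicates fall short; inactive = mean inhibition below 70%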
Target sequence (P26447 whole entry, looked up): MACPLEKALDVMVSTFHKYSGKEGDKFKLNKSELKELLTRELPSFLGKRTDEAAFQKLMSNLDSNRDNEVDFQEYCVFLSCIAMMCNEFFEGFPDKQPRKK
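Test system – S100A4 monomer (human) · Compound – single-point compound testing · Schedule – 5 min incubation before reading · Probe or stimulus – TAMRA-labelled myosin IIA heavy-chain peptide probe, 5 nM · Benchmarks – neutral control DMSO, positive control TFP · Medium – Calcium-containing HEPES buffer, pH 7.2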
Numbers without * were called inactive; ? = inconclusive; / = no result given; & = joins results of further samples. The list is partial (hit frequency here may not be typical).

structure	SIRT5 block	esBAF inh	Casp6 inh	LGR2 antag	FN deposition inh	Statin myotox sup	S100A4 MyoIIA
CCCn1c(C)cc(C(=O)CN2C(=O)c3ccccc3S2(=O)=O)c1C	-5	-83	-2	56*	-4	1	6
O=C1NCCOc2ccccc21	/	/	-2	-5	5	/	3
COc1ccc(C#Cc2ccc([C@H]3[C@H](CO)N4CCCCN(C(=O)Nc5ccccc5)C[C@@H]34)cc2)cc1	-3	/	-4	2	-8	/	10
C=CCOc1cccc(/C=N/NC(=O)CN(c2cc(Cl)ccc2OC)S(=O)(=O)c2ccc(C)c([N+](=O)[O-])c2)c1	-4	/	-1	24	-3	/	-1
COC(=O)[C@@]1(Cc2ccccc2)[C@H]2C(=O)N(C)C(=O)[C@H]2[C@H]2CN=C(SCc3ccc(C#N)cc3)N21	-2	-8	0	0	-10	0	12
CC(C)C[C@H]1CN=C(Nc2ccccc2)N1CC1CCCC1	-5	-5	-1	-9	-5	-8	-27
COc1ccc2oc(C(=O)OCC(=O)NC(C)c3ccccc3)c(C)c2c1 (stereo not drawn)	0	/	-1	0	5	/	-14
Cc1cccc(NC(=O)CSCc2c(C)noc2C)c1C	/	3	/	/	14	-6	/

The list continues.
structure	SIRT5 block	esBAF inh	Casp6 inh	LGR2 antag	FN deposition inh	Statin myotox sup	S100A4 MyoIIA
CCCN1CCc2c(sc(NC(=O)CCS(=O)(=O)c3ccccc3)c2C(=O)OC)C1	3	-1	-7	12	5	0	-6
O=C(NCC[C@H]1CC[C@@H](NS(=O)(=O)c2cccc(F)c2)[C@H](CO)O1)C1CCOCC1	-2	-8	-4	6	/	-9	-3
Nc1c(N(Cc2ccccc2)C(=O)COc2ccc(F)cc2)c(=O)[nH]c(=O)n1Cc1ccccc1	-2	/	0	8	-14	/	-1
COCc1c(C(=O)N2CCN(Cc3ccc(C#N)cc3)CC2)oc2ccccc12	0	-3	12	-22	7	-6	13
COc1ccc(-c2cc3ccc(OCc4nn[nH]n4)cc3oc2=O)cc1	/	-48	/	/	-3	-4	/
O=C(C[C@@H]1C[C@H]2c3cc(NC(=O)Nc4ccccc4)ccc3O[C@H]2[C@@H](CO)O1)NCC(F)(F)F	-4	3	1	13	4	-4	4
COC(=O)c1ccc(N(C(=O)CNC(=O)c2ccco2)C(C(=O)NCC2CCCO2)c2ccc(OC)c(OC)c2)cc1 (stereo not drawn)	-6	-2	1	-3	1	1	-12
Cc1ccc(-c2cc(C(=O)Nc3cccnc3)c3ccccc3n2)o1	1	7	5	17	/	11	-4

Next section.
structure	SIRT5 block	esBAF inh	Casp6 inh	LGR2 antag	FN deposition inh	Statin myotox sup	S100A4 MyoIIA
Cc1cc(NS(=O)(=O)c2ccc(NC(=O)C(C)Oc3ccc(C(C)C)cc3)cc2)no1 (stereo not drawn)	1	-4	/	-1	-4	45	1
O=C(Cc1ccccn1)N1CC(=O)N2[C@H](CO)[C@H](c3ccc(-c4ccccc4)cc3)[C@@H]2C1	2	/	-1	-15	/	/	9
COc1ccccc1CN1CCCCCC1	-4	-3	-13	0	0	-1	0
COc1ccccc1-c1ccc([C@H]2[C@@H](CO)N(C(C)=O)[C@@H]2CN(C)C(C)=O)cc1	-1	/	-2	-7	0	/	4
CC(C)c1nnc(NC(=O)c2cccs2)s1	8	1	-1	/	0	-7	-3
CC1CCCCN1C(=S)NCCc1ccccc1 (stereo not drawn)	/	34	/	/	2	3	/
CCn1c(CNC(=O)c2ccc(OC)c(OC)c2)nnc1SCC(=O)Nc1ccccc1	2	/	0	10	2	/	-2
COc1ccc(/C=C/C(=O)c2cc(F)ccc2OC(=O)c2ccccc2OC)cc1OC	0	/	-1	?	-26	/	-1

Continuation.
structure	SIRT5 block	esBAF inh	Casp6 inh	LGR2 antag	FN deposition inh	Statin myotox sup	S100A4 MyoIIA
C/C(=N\NC(=S)Nc1ccc(C(C)C)cc1)c1ccc2c(c1)OCO2	-2	/	1	-9	-3	/	1
CCC(C(=O)NCCc1ccc(S(N)(=O)=O)cc1)c1ccccc1 (stereo not drawn)	-2	-6	1	14	6	-1	0
COc1cc(NC(=O)c2cc(-c3ccccc3)on2)cc(OC)c1OC	-4	1	18	15	1	-8	2
CCOC(=O)c1c(NC(=O)CN2CCCCC2)sc2c1CCCC2O (stereo not drawn)	-5	-3	1	-2	/	/	-6
Cc1ccc(S(=O)(=O)Nc2cccc3c2O[C@@H](CN(C)CC2CCCCC2)[C@@H](C)CN([C@@H](C)CO)C3=O)cc1	2	-4	2	-15	/	-23	10
CCCC#Cc1ccc([C@@H]2[C@@H](CO)N3CCCCN(CCC)C[C@@H]23)cc1	2	-3	-9	-7	-12	27	-3
O=C(O)C1=C[C@H](c2ccc3c(c2)OCO3)C[C@H](OCCCCO)O1	0&2&-2	-7	13&-6&2	-4	10	7	11&-2&0
Cc1cc(-c2ccc(C(C)C)c(S(=O)(=O)Nc3cc(C)on3)c2)on1	2	0	6	18	-1	15	0

New compounds follow
structure	SIRT5 block	esBAF inh	Casp6 inh	LGR2 antag	FN deposition inh	Statin myotox sup	S100A4 MyoIIA
NC(=O)c1c(NC(=O)c2ccncc2)sc2c1CCCCCC2	2	29	-2	-19	8	9	-2
Cc1ccc(C2C(C#N)=C(N)N(c3cccnc3)C3=C2C(=O)CCC3)s1 (stereo not drawn)	-1	/	19	-31	-11	/	-10
CCOc1ncnc2c1sc1nc3c(cc12)COC(C)(C)C3	2	/	0	-19	7	/	0
O=C(Nc1ccccc1O)c1cccc(S(=O)(=O)Nc2ccccc2O)c1	0	/	11	/	-2	/	-12
COc1cccc(NC(=O)COC(=O)c2ccc3ccccc3n2)c1	/	/	1	/	-8	/	5
COc1ccc(CNC(=O)N(C)C[C@@H]2OCc3ccccc3-c3ccccc3C(=O)N([C@@H](C)CO)C[C@@H]2C)cc1	1	4	-1	-2	-5	/	0
C[C@H](CO)N1C[C@H](C)[C@@H](CN(C)C(=O)Cc2ccccc2)Oc2cc(C#CC3CCCC3)ccc2S1(=O)=O	15*	2	/	-1	-9	-11	5
Cc1sc[n+](CC(=O)c2ccc(Br)cc2)c1C	-1	-2	-13	-7	1	4	1

Next section
structure	SIRT5 block	esBAF inh	Casp6 inh	LGR2 antag	FN deposition inh	Statin myotox sup	S100A4 MyoIIA
Cc1c(C(=O)NCCCc2ccccc2)cccc1[N+](=O)[O-]	-1	/	2	/	1	/	-4
CCOC(=O)N1CCN(c2ccc(C(=O)c3ccccc3)cc2F)CC1	2	56*	6	-20	/	8	-3
COC(=O)c1ccc(/C=C/c2nc3ccccc3c(=O)[nH]2)cc1	-1	20	0	-50	-2	-4	-2
CSCCC(NC(=O)c1ccc([N+](=O)[O-])cc1Cl)C(=O)OCC(=O)NC1CCCC(C)C1C (stereo not drawn)	-5	/	0	-35	-4	/	-3
CCC(=O)N1CC(=O)N2[C@H](CO)[C@H](c3ccc(C#Cc4cccc(OC)c4)cc3)[C@H]2C1	0	/	-1	4	/	/	3
CCCc1cc(=O)n2nc(N3CCC(C(=O)NCc4ccc(C)o4)CC3)sc2n1	2	7	8	8	-1	-2	-2
C[C@H]1CN([C@@H](C)CO)C(=O)c2cccc(NS(=O)(=O)c3ccccc3)c2O[C@@H]1CN(C)C(=O)NC1CCCCC1	0	5	0	-1	/	-42	-7
COC(=O)c1ccc(CNC(=O)/C=C/c2cc([N+](=O)[O-])ccc2OC(F)F)cc1	/	-5	/	/	9	-4	/

The listing continues.
structure	SIRT5 block	esBAF inh	Casp6 inh	LGR2 antag	FN deposition inh	Statin myotox sup	S100A4 MyoIIA
O=C(CCC(=O)N(CC(=O)NC1CCCC1)C1CCCC1)Nc1ccccn1	/	2	/	-3	/	4	/
O=C(Nc1cccs1)Nc1c(F)c(F)c(F)c(F)c1F	-10	/	11	14	-8	/	3
Nc1nc(N)c2cc(Sc3cccc(C(F)(F)F)c3)ccc2n1	/	-86	25	11	1	-32	-1
OC[C@@H]1CN(Cc2cccs2)C[C@H](n2cnc3c(NC4CCCC4)ncnc32)O1	6	1	-1	-3	-1	-5	-3
Cc1ccc(C)c(NC(=O)CN(C)C(=O)c2nn(C)c(=O)c3ccccc23)c1	/	/	2	26	/	/	-1
C[C@@H](NC(=O)C[C@@H]1C[C@@H]2c3cc(NS(C)(=O)=O)ccc3O[C@@H]2[C@@H](CO)O1)c1ccccc1	-2	-3	2	0	/	10	24
Cc1ccc(S(=O)(=O)N[C@@H]2CC[C@@H](CC(=O)NCCc3ccncc3)O[C@@H]2CO)cc1	-6	-1	-1	2	/	-3	1
CCCCNC(=O)/C(C#N)=c1\s/c(=C\c2ccccc2OC(F)F)c(=O)n1CCCOC	0	/	-2	13	3	/	5

Next section.
structure	SIRT5 block	esBAF inh	Casp6 inh	LGR2 antag	FN deposition inh	Statin myotox sup	S100A4 MyoIIA
O=C(C[C@H]1CC[C@H](NC(=O)c2ccc3c(c2)OCO3)[C@@H](CO)O1)NCc1ccc(Oc2ccccc2)cc1	1	15	1	13	8	35	-9
CO[C@H]1CN(C)C(=O)c2cc(NC(=O)C3CCC3)ccc2OC[C@H](C)N(Cc2cccnc2)C[C@H]1C	4	-2	1	-23	-5	3	-6
CC(=O)N1CCC(C(=O)Nc2ccc(S(=O)(=O)N3CCC(C)CC3)cc2)CC1	-1	-6	4	34	6	-1	-1
Cc1ccc(OCC(=O)Nc2ccc(NC(=O)c3ccccc3)c(C)c2)cc1	1	-2	0	-18	-1	-5	2
CC(C)CC#Cc1cnc2c(c1)C(=O)N([C@H](C)CO)C[C@@H](C)[C@@H](CN(C)C(=O)c1ccccc1F)O2	5	-4	-3	5	-7	0	5
Cc1cc(NC(=O)CCC(=O)N(Cc2ccc(F)cc2)C(C(=O)NC2CCCC2)c2ccco2)no1 (stereo not drawn)	-3	-4	0	0	10	4	-2
COc1ccc(CN2CCNC(=O)C2CC(=O)NC2CCCCCC2)c(C)c1C (stereo not drawn)	-2	0	-1	-27	/	0	0
O=C(Nc1cccc(C(F)(F)F)c1)c1scc2c1OCCO2	-1	/	1	-17	-12	/	-3

The listing continues.
structure	SIRT5 block	esBAF inh	Casp6 inh	LGR2 antag	FN deposition inh	Statin myotox sup	S100A4 MyoIIA
COc1ccc(OCCOCCN2CCc3ccccc3C2)cc1	/	0	/	/	15	-9	/
Cc1ccccc1-c1cc(C(=O)NCc2cccc(Br)c2)n(CC2CC(c3cccnc3)=NO2)n1 (stereo not drawn)	-2	5	-4	12	-3	-5	1
CC(=O)Oc1ccccc1C(=O)Nc1ccccc1C(=O)N1CCCC1	-1	/	7	8	/	/	-2
O=C(CSc1ccccn1)Nc1cccc(NC(=O)CSc2ccccn2)n1	-1	27	0	7	/	-20	-1
CCN(CC(=O)Nc1ccc(NC(C)=O)cc1)C(=O)c1c(C)nn(-c2ccc(F)cc2)c1Cl	0	6	-1	24	3	-5	-6
COC(=O)c1ccc(Cn2nc([N+](=O)[O-])c(Br)c2C)cc1	2	/	0	9	-2	/	2
CC(C)CNC(=O)CSc1ccc(Cl)cc1	/	23	/	0	/	10	/

Assay outcomes as filed in PubChem.
